# LMNA splice mod: LMNA splicing modulation; HeLa LMNA splicing GFP/RFP minigene ratio, 48 h; Potency, µM (highest dose often 46.1 µM), for the others: at the highest dose ratio change, negative = inhibition, actives largely listed as inhibitors; actives 0.01% (n = 200,000); AID 1487; active = well fitted inhibition curve with a large enough effect in the signal ratio, with a control signal flat, not every such curve was filed as active; inconclusive = small, poorly fitted or top-dose-only effect, or effect the other way, or a change in a side signal; the % refers to the signal ratio; note: % is set by controls: 0 for no effect and ±100 for the full control effect
#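 S3 HeLa stable clones carrying a lamin A-EGFP splicing minigene plus DsRed2 were seeded at 600 cells/well in Opti-MEM with 2% FBS, pin-dosed and incubated 48 h at 37°C. Acumen cytometry (488 nm) gave the GFP/RFP total-intensity ratio.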
# Tau ThT inhib: inhibitors of human tau fibril formation, thioflavin T binding; recombinant tau K18 P301L (four-repeat tau fragment), heparin-induced fibrillization, ThT fluorescence; actives 2.1% (n = 270,000); Potency, µM (highest dose often 57.4 µM), inactives show top-dose activity, negative = inhibition, usual class: inhibitors; P10636; AID 1460; note: % is set by controls: 0 for no effect and ±100 for the full control effect; nearly all actives have a fitted effect of over 55% in size
#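 K18 P301L tau (15 uM + 0.24 uM Alexa 594-tagged), heparin 20 uM, NaOAc pH 7, 6 h 37 C; ThT 30 uM, 1 h RT, ex 450/em 510 nm.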
# ALDH1A1 inh: blocks purified human ALDH1A1 activity; P00352; Purified ALDH1A1, NADH fluorescence, propionaldehyde substrate; Potency, µM (top dose mostly 75.3 µM), for the others: top-dose activity, negative = inhibition, most hits filed as inhibitors; actives 7.3% (n = 220,000); AID 1030; active = well fitted inhibition curve with a large enough effect, not every such curve was filed as active; inconclusive = small, poorly fitted or top-dose-only effect, or another doubt; inactive = no such curve, though single readings can be large or run the other way;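 note: plate controls were no enzyme wells and a reference inhibitor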
# Luc counter: blocks Kinase-Glo luciferase, a counter-screen artifact; AID 1379; Potency, µM (series often up to 38.3 µM), without a hit: top-dose activity change, negative = inhibition, hits mostly inhibitors; actives 0.28% (n = 200,000); Kinase-Glo luciferase, ATP luminescence, 8 min; note: % is set by controls: 0 for no effect and ±100 for the full control effect; nearly all actives have a fitted effect of over 60% in size
#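 Inhibition of Kinase-Glo luciferase light generation was assessed at 10 uM ATP in pH 7.2 imidazole buffer, with luminescence measured after eight minutes at ambient temperature.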
# RECQ1 helicase: RECQ1 (human) helicase inhibition. P46063. RECQ1 DNA unwinding, red fluorescence kinetic read. Potency, µM (highest dose often 57.3 µM), for inactives: at the highest dose activity, negative = inhibition, actives largely listed as inhibitors. actives 0.54% (n = 240,000);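 note: plate controls were vehicle for no effect and no enzyme for full effect; nearly all actives have a fitted effect of over 30% in size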
# Target sequence (P46063 whole entry, looked up): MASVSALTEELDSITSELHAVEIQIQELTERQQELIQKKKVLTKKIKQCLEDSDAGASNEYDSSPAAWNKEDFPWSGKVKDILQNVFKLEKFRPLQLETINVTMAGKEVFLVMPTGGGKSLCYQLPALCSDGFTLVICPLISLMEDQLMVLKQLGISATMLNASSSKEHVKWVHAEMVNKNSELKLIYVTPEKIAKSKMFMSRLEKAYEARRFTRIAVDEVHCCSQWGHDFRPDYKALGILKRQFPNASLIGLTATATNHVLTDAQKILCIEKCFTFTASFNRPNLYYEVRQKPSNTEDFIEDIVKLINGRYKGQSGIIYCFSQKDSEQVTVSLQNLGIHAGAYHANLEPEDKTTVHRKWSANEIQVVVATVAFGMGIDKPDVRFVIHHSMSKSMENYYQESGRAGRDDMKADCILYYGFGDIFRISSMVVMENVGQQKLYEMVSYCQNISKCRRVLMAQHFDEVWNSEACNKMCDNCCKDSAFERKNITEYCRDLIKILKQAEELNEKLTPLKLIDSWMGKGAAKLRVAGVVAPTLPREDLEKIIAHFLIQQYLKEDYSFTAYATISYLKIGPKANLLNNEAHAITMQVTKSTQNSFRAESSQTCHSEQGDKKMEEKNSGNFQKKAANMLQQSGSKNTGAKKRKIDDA
#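 50 nM RECQ1T1 preincubated 15 min with compound in Tris pH 8.0 buffer with MgCl2, DTT, Tween-20 and 2.5 ug/ml poly(dI-dC); started with 200 nM TAMRA/BHQ-2 forked duplex and 2 mM ATP. Unwinding read as fluorescence (525/598 nm), two reads 2 h apart.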
# JMJD2E inh: JMJD2E (human) inhibition | B2RXH2 | JMJD2E catalytic domain, FDH-coupled NADH fluorescence (FDH is formaldehyde dehydrogenase) | Potency, µM (titrated, usually from 57.1 µM), without a hit: at the top dose activity change, negative = inhibition, most hits filed as inhibitors | actives 1.6% (n = 230,000); active = well fitted inhibition curve with a large enough effect, not every such curve was filed as active; inconclusive = small, poorly fitted or top-dose-only effect, or another doubt; inactive = no such curve, though single readings can be large or run the other way;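 note: 0% = wells with enzyme and -100% = buffer wells without enzyme; nearly all actives have a fitted effect of over 50% in size; many of its hits are not listed in these tables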
# Target sequence (B2RXH2 1-337 limits assumed): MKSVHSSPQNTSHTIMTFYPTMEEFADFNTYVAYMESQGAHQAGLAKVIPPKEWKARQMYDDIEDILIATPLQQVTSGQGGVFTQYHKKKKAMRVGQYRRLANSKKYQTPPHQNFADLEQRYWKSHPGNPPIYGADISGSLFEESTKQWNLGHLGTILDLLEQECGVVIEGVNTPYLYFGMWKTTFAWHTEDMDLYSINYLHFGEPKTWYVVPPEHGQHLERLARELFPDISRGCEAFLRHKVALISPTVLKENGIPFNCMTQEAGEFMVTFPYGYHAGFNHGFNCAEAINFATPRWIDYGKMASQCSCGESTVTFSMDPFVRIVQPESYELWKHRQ
# SMN2 splice up: increases expression of the SMN2 splice variant | HEK293 SMN2-luciferase splicing reporter, luminescence, 30-36 h | Potency, µM (series often up to 46.1 µM), for inactives: at the top dose activity change, positive = activation, usual class: activators | actives 2.8% (n = 210,000); note: % of control where 0% means no effect; nearly all actives have a fitted effect of over 55% in size
#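 HEK293 cells carry an SMN2 […]–luciferase reporter in which exon 7 inclusion puts luciferase in frame. Cells were plated 10-12 h before compound addition, then incubated 30-36 h at 37C. ONE-Glo luminescence was read; sodium butyrate at 4.5 mM final served as control.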
# L3MBTL1 inh: inhibitors of human L3MBTL1. AlphaScreen L3MBTL1–H3K9me1 peptide binding. Potency, µM (top dose mostly 57.1 µM), inactives show top-dose activity, negative = inhibition, most hits filed as inhibitors. actives 0.66% (n = 230,000). AID 485360; note: % is set by controls: 0 for no effect and ±100 for the full control effect; nearly all actives have a fitted effect of over 60% in size
#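 AlphaScreen assay: L3MBTL1 (50 nM final) was preincubated 30 min at room temperature with biotinylated H3(1-15)K9me1 peptide (75 nM final), then 30 min with library compounds; streptavidin donor and nickel chelate acceptor beads (10 ug/mL final) added, 30 min dark.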
# Starred values were filed as active, the others as inactive; i = inactive; ? = inconclusive; . = not tested or not shown; [ ] = dose if it differs, or a comment. Unless noted, calls come from the whole dose curve; as a rule, active = well fitted curve in the direction sought with a large enough effect; inconclusive = small, poorly fitted or top-dose-only effect, or another doubt; inactive = no such curve, though single readings can be large; an effect the other way counts as inactive or inconclusive. Potency is the fitted concentration of half-maximal effect. This is a subset, so the mix of outcomes need not match the whole.
SMILES,LMNA splice mod,Tau ThT inhib,ALDH1A1 inh,Luc counter,RECQ1 helicase,JMJD2E inh,SMN2 splice up,L3MBTL1 inh
CCN1CCN(CCNC(=O)c2ccc(/C=C3/Sc4ccccc4N(Cc4cccc(Cl)c4)C3=O)cc2)CC1,?,?,-7%,-2%,i,?,-117%[inhibitor],.
CCOc1cc(NS(=O)(=O)c2ccc(OC)cc2)c(OCC)cc1NC(C)=O,6%[46 µM],-10%,?,-2%,-11%,3%,.,-7%
CCSc1sccc1C1C(C#N)=C(N)N(c2cccnc2)C2=C1C(=O)CC(C)(C)C2 (stereo unspecified),11%,-10%,-6%,-3%,2%,-3%,3%,-6%
Nc1nc(CSc2ccccn2)nc(Nc2ccccc2)n1,-2%,-9%,1%,1%,i,8%,11µM*,-5%
CCOc1cc(C2C3=C(CCCC3=O)OC3=C2C(=O)CCC3)cc([N+](=O)[O-])c1O,9%[46 µM],-11%,-13%,1%,i,1%,-3%,-7%
CC1CCN(S(=O)(=O)c2ccc(NC(=O)CSc3nnnn3C)cc2)CC1,-7%,-1%,0%,4%,-10%,6%,-12%,-11%
CS(=O)(=O)N1CCN(c2ncccn2)CC1,?,-2%,14%,-4%,i,-11%,-5%,4%
O=C(O)C1CCCN1C(=O)Nc1ccc(Cl)cc1 (stereo unspecified),1%,-3%,5%,7%,-6%,4%,-6%,6%
CC(=O)N(CC(=O)Nc1nn(-c2ccccc2)nc1C(N)=O)Cc1ccccc1,6%,-11%,?,1%,6%,?,-6%,8%
Nc1ncnc2c1nc(Br)n2[C@H]1O[C@H]2COP(=O)(O)O[C@H]2[C@@H]1O,.,-1%,6%,1%,5%,?,.,.
CC1(O)c2ccccc2C(=O)N1Cc1ccccc1 (stereo unspecified),?,-6%,?,-2%,-5%,5%,-9%,3%
c1cnc(-c2noc(CN3CCN(C4CCCC4)CC3)n2)cn1,.,8%,3%,0%,2%,240%[activator],.,11%

# Quoted at random: two compounds from above
SMILES,LMNA splice mod,Tau ThT inhib,ALDH1A1 inh,Luc counter,RECQ1 helicase,JMJD2E inh,SMN2 splice up,L3MBTL1 inh
c1cnc(-c2noc(CN3CCN(C4CCCC4)CC3)n2)cn1,.,8%,3%,0%,2%,240%[activator],.,11%
CS(=O)(=O)N1CCN(c2ncccn2)CC1,?,-2%,14%,-4%,i,-11%,-5%,4%

# The list goes on:
SMILES,LMNA splice mod,Tau ThT inhib,ALDH1A1 inh,Luc counter,RECQ1 helicase,JMJD2E inh,SMN2 splice up,L3MBTL1 inh
COc1ccc(/C=C2/SC(c3ccc(C)cc3)=NC2=O)cc1OC,?,14µM*,?,9%,i,-11%,-8%,-2%
COCCOC(=O)C1=C(C)NC(=S)NC1c1cccs1 (stereo unspecified),10%[46 µM],-2%,22µM*,-1%,i,-16%,.,-4%
Cc1onc(-c2ccccc2Cl)c1C(=O)NCCN1CCOCC1,-2%,-2%,6%,0%,-3%,-3%,-4%,.
COCC(C)NC(=O)Cc1ccc(Cl)cc1 (stereo unspecified),.,-9%,0%,.,-3%,6%,.,7%
CCC(C)NC(=O)CN(c1cc(Cl)ccc1OC)S(C)(=O)=O (stereo unspecified),-10%,-2%,6%,2%,3%,-7%,-5%,2%
CCOC(=O)CNC(=O)CSc1nnc(Cn2c(=O)sc3ccccc32)n1-c1ccccc1C,17%,-8%,0%,-5%,2%,3%,-2%,3%
COc1cc2ccccc2nn1,.,-3%,.,.,-5%,?,.,1%
OCCC1CN(Cc2cccn2-c2ncccn2)CCN1Cc1ccccc1 (stereo unspecified),.,-3%,8%,.,-1%,-6%,.,1%
Cn1c(SCC(=O)NCc2ccccc2)nc2c([nH]c3ccccc32)c1=O,-8%[46 µM],2%,5%,2%,?,-25%,?,-5%
CCc1nnc(NC(=O)C2CCCN(c3nc(C)cc(C)n3)C2)s1 (stereo unspecified),0%,-5%,-5%,.,i,0%,.,2%
CCOC(=O)C1=C(C)N=C2SC(C)C(=O)N2C1c1ccc(C(=O)OC)cc1 (stereo unspecified),7%,?,?,.,-18%,-7%,.,-1%
CCOC(=O)c1c(NC(=O)CSc2nc3cc(Cl)ccc3s2)sc(C(C)=O)c1C,?,-17%,0%,-2%,-9%,7%,-37%[inhibitor],3%
CCOC(=O)c1cccc(NC(=O)CSc2nnc(-c3ccoc3C)n2CCOC)c1,1%,-18%,20µM*,-4%,-2%,4%,-31%[inhibitor],-4%
O=C(O)c1cc(=O)c2cc(Cl)ccc2o1,-1%,0%,?,0%,-10%,-8%,-4%,.
Cc1nc([N+](=O)[O-])cn1CCC#N,.,1%,.,.,i,2%,.,17%
COc1cccc(N2CC(C(=O)Nc3ccc(C(=O)OC(C)C)cc3)CC2=O)c1 (stereo unspecified),4%,-13%,?,3%,-11%,-10%,-20%,3%
CC1CC(C)CN(c2cc(N(C)CCO)c([N+](=O)[O-])c3nonc23)C1 (stereo unspecified),-30%[46 µM],?,11µM*,2%,-7%,-2%,-2%,-6%
Cc1ccc(N2C(=O)C3C4CC(=O)C(c5ccccc54)C3C2=O)cc1 (stereo unspecified),-3%,-5%,6%,-4%,i,-10%,-5%,8%
Cc1ccc(CCSc2ccc(F)cc2)cn1,.,-6%,13%,.,-17%,-3%,.,16%
CSc1ccc(/C=C2/C(C)=C(CC(=O)O)c3cc(F)ccc32)cc1,.,?,-4%,-1%[39.9 µM],i,.,.,.
COc1ccc(NC(=O)N(CCC(C)C)C(C)c2ccccn2)c(OC)c1 (stereo unspecified),1%,?,14µM*,1%,6%,9%,-35%[inhibitor],-11%
CN1CC(=O)NC1=NC(=O)c1cc(F)c(F)cc1Cl,4%,-3%,-5%,-2%,-8%,-1%,-3%,4%
Cc1ccc(N(C(C)C(=O)Nc2ccc(S(=O)(=O)N3CCOCC3)cc2)S(C)(=O)=O)cc1 (stereo unspecified),-7%,0%,-10%,4%,-5%,7%,39%,1%
Cc1cc(C)cc(N(C(=O)C(F)(F)F)C(C(=O)NC2CCCCC2)c2cccs2)c1 (stereo unspecified),10%,-8%,-9%,-3%,-2%,2%,0%,-2%
O=C(COc1ccccc1Cl)N1CCN(c2ccc([N+](=O)[O-])c(N3CCOCC3)c2)CC1,?,13µM*,11µM*,2%,i,-8%,-18%,-4%
O=C(Nc1ccc2c(c1)OCCO2)C(=S)NCc1ccccc1,11%[46 µM],?,?,-2%,i,-1%,?,-16%
CCNC(=O)CC1C(=O)N(c2ccc(F)cc2)C(=O)N1Cc1cccs1 (stereo unspecified),-16%[46 µM],2%,-4%,-2%,i,-11%,9%,-1%
CC(=O)c1ccc(-c2ccc(C(=O)N3CCN(c4ccc(F)cc4)CC3)o2)cc1,-26%[46 µM],?,?,3%,-12%,?,-36%[inhibitor],?
Cc1ccc2oc3nc(C)c(C(=O)O)cc3c(=O)c2c1,-1%,-2%,?,4.5µM*,-3%,?,5.6µM*,6%
O=C(NC[C@H](O)c1ccccc1)c1ccccc1,.,2%,-1%,-12%,-1%,17%,14µM*,.
COc1ccc(Cl)cc1NC(=O)c1ocnc1C,9%,-14%,-8%,.,-1%,0%,.,-3%
O=C(CSCc1c(F)cccc1Cl)Nc1ccccc1C(=O)N1CCOCC1,2%[46 µM],-8%,-5%,-1%,14%,3%,5%,-1%
O=C(CN1CCOCC1)Nc1ncc(Cc2ccccc2Cl)s1,-8%,-6%,0%,0%,-19%,-8%,-2%,-8%
O=C(O)CC(CNS(=O)(=O)c1ccccc1)c1ccccc1 (stereo unspecified),-5%,-12%,-4%,-3%,-4%,-9%,26%,18%
O=C(c1cc(C2CC2)on1)N1CCOCC1,7%,-7%,-12%,1%,-5%,-7%,-8%,4%
O=c1c(Cc2ccc(F)cc2)c(O)ccn1CCCN1CCOCC1,-4%[46 µM],4%,4%,1%,i,-2%,14%,2%[11.4 µM]
C=CCNC(=O)O/N=C/c1csc([N+](=O)[O-])c1,.,?,?,.,-1%,-9%,.,2%
O=c1c2c3c(sc2n(CCN2CCCC2)c(=O)n1Cc1ccco1)CCCCC3,-4%,-2%,5µM*,-3%,-3%,-4%,?,-5%
CN(C)CC(O)COc1cc2ccccc2cc1C(=O)N1CCCCC1 (stereo unspecified),-4%,7%,-1%,1%,8%,-8%,-4%,2%
CS(=O)(=O)N1CCc2cc(C(=O)Nc3ccccc3)ccc21,-4%[46 µM],3%,1%,-6%,i,-1%,.,-5%
O=C(O)/C=C/C(=O)NC1CC1,.,-5%,3%,-3%,i,5%,-1%,.
O=C(c1cc(Cl)ccc1[N+](=O)[O-])n1cnc2ccccc21,2%,-17%,-7%,-1%,i,1%,4%,-4%
C#CCSc1ncc(S(=O)(=O)c2ccccc2)c(=O)[nH]1,-11%[46 µM],6%,6%,1%,i,1%,-5%,-7%
O=C(CSc1nncs1)N1c2ccccc2Sc2ccccc21,0%,?,10µM*,-1%,i,1%,-6%,-6%
CCN(CC)CCOc1cccc(C(C)C)c1,3%,2%,-10%,0%,-16%,?,-10%,10%
CCOc1ccc(NC(=S)NCC(c2cccnc2)N2CCOCC2)cc1 (stereo unspecified),.,-8%,11%,.,-5%,14%,.,.
CCN(CC)C(=O)CSc1nc(O)cc(=O)n1CC,-1%,-7%,4%,1%,?,1%,2%,6%
COc1cc(SC)ccc1C(=O)Nc1nccs1,-2%[46 µM],?,1%,-6%,-2%,-12%,.,7%
O=C(c1csnn1)N1CCC2(CC1)CN(Cc1cc(C(F)(F)F)cc(C(F)(F)F)c1)C2,.,.,14%,1%,-10%,.,-4%,.
CC(=O)Nc1c(I)c(C(=O)N[C@H]2[C@@H](O)[C@H](O)[C@H](CO)O[C@@H]2O)c(I)c(N(C)C(C)=O)c1I,?,.,11%[20.9 µM],2%[17.1 µM],-2%[25.9 µM],2%[25.5 µM],-12%[20.6 µM],.
CCOC(=O)N1CCN(CC(O)COC2CC(C)CCC2C(C)C)CC1 (stereo unspecified),-8%,?,-9%,16%,-6%,4%,12%,.
